Bioassay records from PubChem.
FLuc inh counter = counter-screen for luciferase assay inhibitors: firefly luciferase inhibition; ATPLite firefly luciferase biochemical luminescence, 10 min; P08659; AID 1006; actives 1.5% (n = 200,000); inhibition, % at 10 µM;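 active = inhibition above about 50% when tested at 10 µM, limit read from the data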
Diaphorase inh = counter-screen for diaphorase-based assays: diaphorase inhibitors and chemical oxidizers; diaphorase resazurin-to-resorufin fluorescence, NADH, 16 min; bacterial (C. kluyveri) enzyme, not human; inhibition, % at 20 µM; actives 0.69% (n = 190,000);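 active = primary screen inhibition at 20 µM above a set limit, cut at about 50% in these data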;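 also: plate controls were DMSO with full reaction for no effect and wells lacking NADH for full effect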
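Test system: diaphorase enzyme from Clostridium kluyveri; amount: diaphorase at 0.14 U/mL in enzyme working solution; detection: fluorescence of resorufin formed from resazurin, Ex 544/Em 590 nm; times: reaction incubation of 16 min at room temperature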
APP 5'UTR act = activates APP 5'UTR luciferase reporter. SH-SY5Y APP 5'UTR luciferase reporter, luminescence; zero percent = DMSO vehicle wells. activation, % at 2 µM. actives 1% (n = 190,000). AID 1276;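 active = activation above a set limit, based on mean plus 3 SD of controls, cut at about 140% in these data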; also: values of inactives mirror those of a sister screen read the other way
APP 5UTR inh = APP translation inhibition | SH-SY5Y APP 5'UTR-luciferase reporter, luminescence | inhibition, % at 2 µM | actives 0.82% (n = 190,000) | AID 1285;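 active = inhibition above a set limit, derived from the sample mean plus 3 SD, cut at about 45% in these data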; also: values of inactives mirror those of a sister screen read the other way
TLR4 MyD88 comp = TLR4-MyD88 interaction inhibition in cells | O00206+Q99836 | inhibition, % at 8.4 µM | HeLa CL3-4 TLR4/MyD88 BLA complementation, FRET ratio | actives 0.18% (n = 200,000); in the data active = inhibition above about 25%;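 also: 0% = vehicle and 100% = reference inhibitor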
Target sequence (O00206 whole entry, looked up): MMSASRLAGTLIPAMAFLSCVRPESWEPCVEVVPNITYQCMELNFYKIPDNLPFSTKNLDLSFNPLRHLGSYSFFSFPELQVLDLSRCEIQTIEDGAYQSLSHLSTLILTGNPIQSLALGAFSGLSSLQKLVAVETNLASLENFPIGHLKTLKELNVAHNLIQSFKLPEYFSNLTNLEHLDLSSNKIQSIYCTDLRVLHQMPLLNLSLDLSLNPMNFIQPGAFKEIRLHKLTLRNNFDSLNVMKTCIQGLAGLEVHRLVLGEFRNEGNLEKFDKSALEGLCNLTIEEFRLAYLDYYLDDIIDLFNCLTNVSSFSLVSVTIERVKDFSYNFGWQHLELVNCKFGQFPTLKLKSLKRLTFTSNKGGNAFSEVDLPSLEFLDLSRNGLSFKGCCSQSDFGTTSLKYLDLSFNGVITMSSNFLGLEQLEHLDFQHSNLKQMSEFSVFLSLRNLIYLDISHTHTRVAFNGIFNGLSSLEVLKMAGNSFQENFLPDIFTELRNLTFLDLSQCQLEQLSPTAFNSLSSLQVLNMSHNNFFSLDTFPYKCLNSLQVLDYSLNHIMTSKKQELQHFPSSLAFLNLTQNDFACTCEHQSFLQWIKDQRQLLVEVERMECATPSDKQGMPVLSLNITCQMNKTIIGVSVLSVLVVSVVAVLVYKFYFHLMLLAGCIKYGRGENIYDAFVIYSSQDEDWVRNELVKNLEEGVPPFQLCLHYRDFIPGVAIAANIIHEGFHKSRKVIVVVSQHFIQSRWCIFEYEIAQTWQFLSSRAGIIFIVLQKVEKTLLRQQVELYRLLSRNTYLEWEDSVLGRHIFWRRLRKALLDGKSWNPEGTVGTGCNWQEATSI
Target sequence (Q99836 whole entry, looked up): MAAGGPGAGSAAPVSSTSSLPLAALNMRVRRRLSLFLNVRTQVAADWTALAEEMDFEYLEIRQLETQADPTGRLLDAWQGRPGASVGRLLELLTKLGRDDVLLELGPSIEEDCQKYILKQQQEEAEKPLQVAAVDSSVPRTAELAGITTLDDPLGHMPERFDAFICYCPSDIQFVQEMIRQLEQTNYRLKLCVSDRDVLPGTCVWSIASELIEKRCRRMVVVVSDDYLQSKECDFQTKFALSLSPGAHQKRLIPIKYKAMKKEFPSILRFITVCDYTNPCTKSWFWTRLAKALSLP
FLuc stim CS = affects firefly luciferase, flagging false hits in luciferase stimulation screens; ATPlite luciferase biochemical, luminescence, 10 min; 0 = ATP-free wells, 1 = DMSO control; 200,000 tested, under 10 active; AID 1027; activation factor at 10 µM;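 active = luciferase activation factor, scaled between plate controls, of at least 2 with compound at 10 µM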
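System: cell-free luciferase reagent; medium: PBS as buffer for the ATP substrate; doses: test compounds dosed from 2 mM stocks in 100% DMSO; incubation: 10 min, room temperature; measured by: luminescence from luciferase reaction; read-out: luciferase activation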
NF-kB expr up = compounds increasing NF-kB expression in human neuronal cells; fold change at 12.5 µM; NF-kB reporter expression; stronger effect = higher value; AID 1239; actives 1.6% (n = 190,000); in the data active = fold change above about 3.3
STAT1 act = activators of IFN-gamma induced STAT1 signaling. NIH 3T3 STAT1-luciferase reporter, luminescence; 100% = IFN-gamma alone, no compound. activation (% of control), % at 5.5 µM. actives 2.6% (n = 200,000). AID 932;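 active = activation above the screen-wide mean activation plus 3 SD, cut at about 130% in these data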;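 also: raw ratio to IFN-gamma control signal so 100% means no change and 0% no light; values of inactives mirror those of a sister screen read the other way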
Diaph act CS = activates diaphorase or chemically reduces, flagging diaphorase assay artifacts | AID 1229 | actives 0.005% (n = 190,000) | Diaphorase/resazurin coupled assay, resorufin fluorescence, 16 min; stronger effect = higher value; 1 = vehicle wells, 0 = NADH-free wells | activation factor at 20 µM;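 active = diaphorase activity raised at least twofold by the compound at 20 µM; inactive = activation factor below 2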
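Measured by – red resorufin fluorescence at 544/590 nm excitation/emission · Test system – Clostridium kluyveri diaphorase, purified enzyme · Incubation – reaction time 16 min, room temperature · Buffer or medium – 50 mM HEPES pH 7.4 with 4.542 mM MgCl2, 0.005% Tween 20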
G6PDH CS = L. mesenteroides G6PDH inhibition counter-screen; Purified L. mesenteroides G6PDH, diaphorase/resazurin coupled fluorescence, 45 min; inhibition, % at 5 µM; actives 0.12% (n = 200,000); AID 1020; in the data active = inhibition above about 50%
The depositor's hits bear a star.

SMILES | FLuc inh counter | Diaphorase inh | APP 5'UTR act | APP 5UTR inh | TLR4 MyD88 comp | FLuc stim CS | NF-kB expr up | STAT1 act | Diaph act CS | G6PDH CS
Cc1cc(=O)n2[nH]c(-c3ccccc3Cl)cc2n1 | 21 | 2 | 35 | -35 | -12 | 0.8 | 2 | 125 | 1 | 2
CC(C)c1cc(C(F)(F)F)n2nc(C(=O)O)cc2n1 | -9 | 12 | 6 | -6 | 6 | 1.1 | 1.2 | 100 | 0.9 | 6
Cc1cccc2cc(COC(=O)c3cccnc3)c(=O)[nH]c12 | -7 | 6 | 11 | -11 | -4 | 1.1 | 1 | 90 | 0.9 | 4
CC(C)Sc1nc(N2CCOCC2)c2c(c1C#N)CC(C)(C)N(C)C2 | 0 | 11 | 8 | -8 | -1 | 1 | 0.94 | 99 | 0.9 | 2
COc1ccc(/C=C/C(=O)c2ccccc2)cc1Cn1nnc2ccccc21 | -4 | 14 | 7 | -7 | 6 | 1 | 1.1 | 104 | 0.9 | -16
NC(=O)NC(=O)CC1S/C(=N/N=C2/NC(=O)CS2)NC1=O (centres undefined) | -6 | 16 | 10 | -10 | 6 | 1.1 | 1.3 | 107 | 0.8 | 10
COC(=O)c1ccc(NC(=O)CN(C2CCCCC2)S(C)(=O)=O)cc1 | -4 | 10 | 7 | -7 | -1 | 1 | 0.87 | 107 | 0.9 | -3
CC(=O)c1cccc(NC(=O)COC(=O)c2n[nH]c3ccccc23)c1 | 0 | 1 | 0 | 0 | -2 | 1 | 1.4 | 96 | 1 | -5
Cc1ccc(Nc2nc3ccccc3nc2Nc2c(C)n(C)n(-c3ccccc3)c2=O)cc1 | -5 | 20 | 9 | -9 | 3 | 1.1 | 1.2 | 97 | 0.8 | -6
O=C1CCCN1CCCNc1ncnc2c1[nH]c1ccc(Cl)cc12 | -4 | 17 | -16 | 16 | 4 | 1 | 0.79 | 98 | 0.8 | -41
NC(=O)C1CC(=O)N(c2ccc(OCc3c(F)cccc3Cl)cc2)C1 (centres undefined) | 0 | 7 | -1 | 1 | 1 | 1 | 1.1 | 106 | 0.9 | -3
COCCn1cnnc1SCC(=O)Nc1ccccc1C(=O)Nc1ccc2c(c1)OCO2 | -2 | 7 | 23 | -23 | 1 | 1 | 1.3 | 106 | 0.9 | -1
CCOc1ccc(Nc2nc(Cc3nnc(SCC(=O)NC4CCCCC4)n3C)cs2)cc1 | -3 | 10 | 7 | -7 | 6 | 1 | 0.9 | 101 | 0.9 | 8
CC1CCC2(CC1)N=C(N)Nc1nc3ccccc3n12 (centres undefined) | -5 | 18 | -6 | 6 | -7 | 1 | 0.75 | 96 | 0.8 | 0
FC(F)(F)c1nnc2c(Sc3ccccc3)nc3ccc(Cl)cc3n12 | -9 | 3 | -15 | 15 | 1 | 1.1 | 1.2 | 97 | 1 | 5
CCOC(=O)c1c(NC(=O)CSc2nnc(-c3ccc(C)cc3)o2)sc(C(C)=O)c1C | 0 | 6 | 0 | 0 | 7 | 1 | 1 | 105 | 0.9 | -4
Nc1nnc(CCCCCc2nnc(N)s2)s1 | 0 | 10 | 11 | -11 | 0 | 1 | 1.2 | 97 | 0.9 | 5
Cc1cc(C)c(C)c(C(=O)COC(=O)CNC(=O)CN2C(=O)c3ccccc3C2=O)c1C | -7 | 10 | 3 | -3 | 1 | 1.1 | 1.1 | 99 | 0.9 | -6
Cc1ccc(C(=O)Nc2ccccc2C(=O)NC(CC(=O)O)C(=O)O)cc1 (centres undefined) | 16 | 12 | 8 | -8 | -3 | 0.8 | 1.3 | 105 | 0.9 | -8
O=S(=O)(c1cccc(-c2csc(-c3cccnc3)n2)c1)N1CCCCC1 | -8 | 8 | -6 | 6 | -5 | 1.1 | 0.65 | 92 | 0.9 | 5
Cc1ccc(S(=O)(=O)c2c(C)cc(-c3ccccc3)[nH]c2=O)cc1 | -4 | 8 | -14 | 14 | -3 | 1 | 0.89 | 106 | 0.9 | 2
CCn1cc(C(=O)Nc2ccc(OC)c(S(=O)(=O)N3CCCCC3)c2)c(=O)c2ccc(C)nc21 | -8 | 6 | -2 | 2 | -2 | 1.1 | 0.79 | 105 | 0.9 | 12
O=C1COc2ccc(C(=O)COC(=O)c3ccc4ccccc4n3)cc2N1 | -7 | 6 | 11 | -11 | 1 | 1.1 | 1.4 | 96 | 0.9 | 24
COc1ccc(CNCC(=O)Nc2sccc2C#N)cc1 | -4 | 29 | 3 | -4 | -7 | 1 | 1.2 | 99 | 0.7 | 4
Cc1c2c(nc3c(C)cccc13)OC(C)C2 (centres undefined) | 8 | 13 | 0 | 0 | -2 | 0.9 | 1.1 | 101 | 0.9 | 6

Already shown: eleven of the compounds above.
SMILES | FLuc inh counter | Diaphorase inh | APP 5'UTR act | APP 5UTR inh | TLR4 MyD88 comp | FLuc stim CS | NF-kB expr up | STAT1 act | Diaph act CS | G6PDH CS
Cc1cc(=O)n2[nH]c(-c3ccccc3Cl)cc2n1 | 21 | 2 | 35 | -35 | -12 | 0.8 | 2 | 125 | 1 | 2
CC(C)c1cc(C(F)(F)F)n2nc(C(=O)O)cc2n1 | -9 | 12 | 6 | -6 | 6 | 1.1 | 1.2 | 100 | 0.9 | 6
Cc1cccc2cc(COC(=O)c3cccnc3)c(=O)[nH]c12 | -7 | 6 | 11 | -11 | -4 | 1.1 | 1 | 90 | 0.9 | 4
CC(C)Sc1nc(N2CCOCC2)c2c(c1C#N)CC(C)(C)N(C)C2 | 0 | 11 | 8 | -8 | -1 | 1 | 0.94 | 99 | 0.9 | 2
COc1ccc(/C=C/C(=O)c2ccccc2)cc1Cn1nnc2ccccc21 | -4 | 14 | 7 | -7 | 6 | 1 | 1.1 | 104 | 0.9 | -16
NC(=O)NC(=O)CC1S/C(=N/N=C2/NC(=O)CS2)NC1=O (centres undefined) | -6 | 16 | 10 | -10 | 6 | 1.1 | 1.3 | 107 | 0.8 | 10
COC(=O)c1ccc(NC(=O)CN(C2CCCCC2)S(C)(=O)=O)cc1 | -4 | 10 | 7 | -7 | -1 | 1 | 0.87 | 107 | 0.9 | -3
CC(=O)c1cccc(NC(=O)COC(=O)c2n[nH]c3ccccc23)c1 | 0 | 1 | 0 | 0 | -2 | 1 | 1.4 | 96 | 1 | -5
Cc1ccc(Nc2nc3ccccc3nc2Nc2c(C)n(C)n(-c3ccccc3)c2=O)cc1 | -5 | 20 | 9 | -9 | 3 | 1.1 | 1.2 | 97 | 0.8 | -6
O=C1CCCN1CCCNc1ncnc2c1[nH]c1ccc(Cl)cc12 | -4 | 17 | -16 | 16 | 4 | 1 | 0.79 | 98 | 0.8 | -41
NC(=O)C1CC(=O)N(c2ccc(OCc3c(F)cccc3Cl)cc2)C1 (centres undefined) | 0 | 7 | -1 | 1 | 1 | 1 | 1.1 | 106 | 0.9 | -3

Remaining list, next part:
SMILES | FLuc inh counter | Diaphorase inh | APP 5'UTR act | APP 5UTR inh | TLR4 MyD88 comp | FLuc stim CS | NF-kB expr up | STAT1 act | Diaph act CS | G6PDH CS
CCC(C)c1c(O)nc(SCC(=O)c2ccccc2)[nH]c1=O (centres undefined) | -2 | 15 | 5 | -5 | -2 | 1 | 1.8 | 105 | 0.8 | 8
Cc1nnsc1C(=O)Nc1cc(Cl)ccc1Cl | -8 | 19 | -8 | 8 | -11 | 1.1 | 1 | 103 | 0.8 | 7
CC(C)Cn1c(=O)[nH]c2ccccc21 | -6 | 17 | 15 | -15 | 13 | 1.1 | 0.96 | 88 | 0.8 | 5
S=c1[nH]nc(-c2ccccc2Cl)n1Cc1ccccc1 | 1 | 9 | -7 | 8 | -9 | 1 | 1.1 | 100 | 0.9 | 1
O=C(Nc1ccccc1-c1nc2ccccc2[nH]1)c1ccc(N2C(=O)CCC2=O)cc1 | 4 | 8 | -5 | 5 | 3 | 1 | 1.1 | 128 | 0.9 | 4
CN(C)S(=O)(=O)c1ccc(N=Cc2c(C(F)(F)F)[nH]n(C)c2=O)cc1 | -4 | 1 | -7 | 7 | 2 | 1 | 1.1 | 98 | 1 | 4
Cn1nc(-c2ccc(Cl)cc2)c2cc(C(=O)NC3CC3)sc21 | -1 | 12 | 3 | -3 | 12 | 1 | 0.93 | 101 | 0.9 | -3
COCCCN(CC(=O)Nc1ccc(N2CCOCC2)cc1)S(=O)(=O)c1ccccc1 | -9 | 10 | -5 | 5 | -13 | 1.1 | 0.81 | 108 | 0.9 | 3
c1ccc2[nH]c(SCc3cn4cccnc4n3)nc2c1 | 11 | 8 | 1 | -1 | -7 | 0.9 | 0.98 | 107 | 0.9 | -6
COc1cccc(CN(C)C(=S)Nc2ccc(C)c(C)c2)c1 | -5 | 15 | 1 | -1 | -2 | 1 | 1.4 | 94 | 0.8 | 2
Nc1ccc(S(=O)(=O)NC2=NCCCCC2)cc1N | -5 | 14 | -14 | 14 | -1 | 1 | 1.2 | 104 | 0.9 | 1
Cc1ccc(S(=O)(=O)CC(=O)c2ccccc2)cc1 | -2 | 10 | 9 | -9 | 3 | 1 | 1.7 | 99 | 0.9 | 1
Cc1cc(N(C)C)ccc1[N+](=O)[O-] | 3 | -6 | -13 | 13 | -10 | 1 | 1 | 105 | 1.1 | -4
COc1ccc(NC(=O)CCCn2c(=O)c3sccc3n(Cc3ccc(C)cc3)c2=O)cc1 | -4 | 11 | -2 | 2 | -2 | 1 | 1.3 | 93 | 0.9 | -2
CC(=O)N=c1n(C)c2ccccc2n1CCOc1ccccc1 | -8 | 6 | -14 | 14 | -4 | 1.1 | 1.5 | 106 | 0.9 | -10
COc1ccc2[nH]c(=O)c(CN(Cc3cccs3)Cc3nnnn3Cc3ccccc3)cc2c1 | -7 | 20 | -13 | 13 | -2 | 1.1 | 0.74 | 103 | 0.8 | 3
Cc1ccc(-c2nc(CN(C)C3CCOC3)c(C)o2)s1 (centres undefined) | -2 | 11 | 22 | -22 | 3 | 1 | 1.7 | 106 | 0.9 | 8
Cc1cc(C)cc(N2C(=O)CC(Sc3ncn[nH]3)C2=O)c1 (centres undefined) | -6 | 15 | -9 | 9 | 4 | 1.1 | 1.1 | 85 | 0.9 | 19
CN=C1c2cc3cc(OC)ccc3n2CCN1C | -5 | 18 | 4 | -4 | -4 | 1.1 | 1.1 | 100 | 0.8 | 1
COc1ccc(/C(N)=N/OC(=O)CN(C)S(=O)(=O)c2ccc(C)cc2)cc1 | 3 | 13 | -2 | 2 | -6 | 1 | 1.1 | 92 | 0.9 | 18
Cc1ccccc1NC(=O)C(=O)c1cn(C)c2ccccc12 | 8 | 4 | 52 | -52 | -9 | 0.9 | 2 | 128 | 1 | 0
Cc1nc(N2CCCCC2C)c2c(C)c(C(=O)Nc3cccc(C(F)(F)F)c3)sc2n1 (centres undefined) | -5 | 22 | 12 | -12 | -16 | 1.1 | 0.87 | 97 | 0.8 | 7
COc1ccc(C(=O)c2ccc(OC)c(OC)c2)cc1OC | -9 | 1 | 0 | 0 | -9 | 1.1 | 0.98 | 81 | 1 | 9
Nc1c(Cl)cnc(C(Cl)(Cl)Cl)c1Cl | -5 | 13 | 6 | -6 | 0 | 1 | 0.99 | 88 | 0.9 | -2
